MT1-MMP act inh: MT1-MMP (human) activation inhibition | actives 0.061% (n = 360,000) | GFP/RFP ratio change, % at 20 µM | HT1080 RFP-PRO-GFP cells, GFP/RFP ratio fluorescence, overnight; percent of plate control window, DMSO zero | P50281;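 active = GFP/RFP ratio change of at least 30% with cell ATP level not reduced by more than half and red fluorescence within 50% of control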; note: strong numbers were not always called active
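Assay system – RFP-PRO-GFP reporter HT1080 cells · Compound dosing – single dose of 20 µM compound, 1% DMSO final · Incubation – overnight compound exposure at 37 °C · Measure – GFP/RFP fluorescence ratio · Benchmarks – DMSO wells and RFP-L50D-GFP cells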
bovine MsrA act: activates bovine MsrA enzyme. actives 0.3% (n = 360,000). activation, % at 10.6 µM. AID 602163. purified bovine MsrA, absorbance read-out; in the data active = activation above about 7.5%;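 note: 0% = vehicle and 100% = reference activator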
Rin1 Abl inh: inhibitors of human Rin1-Abl protein interaction. P00519+Q13671. TR-FRET Rin1/Abl binding, biochemical. inhibition, % at 7.35 µM. actives 0.4% (n = 360,000); in the data active = inhibition above about 5%, passing the limit was not always enough
Rpn11 inh: Rpn11 (human) deubiquitinase inhibition; human 26S proteasome, Ub4-pepOG fluorescence polarization; 20S core pre-blocked with epoxomicin; AID 588493; O00487; calls only at 20 µM; actives 0.59% (n = 360,000);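 active = inhibition at 20 µM, scaled to each plate's controls, above about 33%, limit read from the data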
PABP1 MLLE inh: blocks PAM2 peptide binding to the PABP1 MLLE domain. inhibition, % at 20 µM. AID 588489. P11940. actives 0.36% (n = 360,000). GST-MLLE / FITC-PAM2 fluorescence polarization; in the data active = inhibition above about 35%, passing the limit was not always enough;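 note: plate controls were DMSO wells with GST-MLLE for no effect and wells lacking GST-MLLE protein for full effect; some results filed as inactive read as strong as hits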
Target sequence (P11940 whole entry, looked up, the tested form may be a part): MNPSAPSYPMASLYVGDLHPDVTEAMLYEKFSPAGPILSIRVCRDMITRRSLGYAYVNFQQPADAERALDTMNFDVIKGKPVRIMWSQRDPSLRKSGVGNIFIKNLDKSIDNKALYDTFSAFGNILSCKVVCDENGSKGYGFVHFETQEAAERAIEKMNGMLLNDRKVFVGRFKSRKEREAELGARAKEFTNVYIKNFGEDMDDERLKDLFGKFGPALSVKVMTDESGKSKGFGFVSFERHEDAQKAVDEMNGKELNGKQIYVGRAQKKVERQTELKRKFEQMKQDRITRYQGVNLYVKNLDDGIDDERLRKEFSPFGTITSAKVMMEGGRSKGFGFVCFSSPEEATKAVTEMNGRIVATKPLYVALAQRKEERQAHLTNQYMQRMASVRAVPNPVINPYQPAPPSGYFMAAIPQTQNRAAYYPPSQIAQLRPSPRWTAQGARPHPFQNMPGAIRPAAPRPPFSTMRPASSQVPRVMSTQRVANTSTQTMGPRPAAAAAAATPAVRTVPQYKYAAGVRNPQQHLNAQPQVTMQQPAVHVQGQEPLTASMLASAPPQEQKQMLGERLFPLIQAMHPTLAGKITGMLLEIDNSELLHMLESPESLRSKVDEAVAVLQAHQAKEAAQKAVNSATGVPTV
E coli Lon inh: inhibitors of E. coli Lon protease. P0A9M0. purified E. coli Lon protease, fluorescence polarization. inhibition, % at 7.94 µM. actives 0.42% (n = 360,000); in the data active = inhibition above about 13%, passing the limit was not always enough;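 note: 0% = enzyme with probe and DMSO and 100% = no enzyme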
FAS TE block: blocks the thioesterase domain of human fatty acid synthase. recombinant FAS-TE, OMFH fluorogenic substrate, fluorescence endpoint. inhibition, % at 15 µM. actives 0.67% (n = 360,000). AID 602261;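 active = compounds whose normalised, plate-corrected inhibition of enzyme fluorescence in the single-dose primary screen is 50% or more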;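 note: 0% = DMSO with enzyme and 100% = substrate without enzyme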
CSN deneddyl inh: CSN deneddylation inhibition. Q92905. Purified CSN, SCF-Nedd8-OG deneddylation, fluorescence polarization. inhibition, % at 12.5 µM. actives 0.38% (n = 360,000). AID 651999;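 active = pattern-corrected inhibition above about 35%, with an unprinted fluorescence ratio check between 0.5 and 1.5, limit read from the data, passing the limit was not always enough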;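 note: 0% = enzyme with substrate and 100% = substrate without enzyme; some results filed as inactive read as strong as hits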
Target sequence (Q92905 whole entry, looked up, one chain of several): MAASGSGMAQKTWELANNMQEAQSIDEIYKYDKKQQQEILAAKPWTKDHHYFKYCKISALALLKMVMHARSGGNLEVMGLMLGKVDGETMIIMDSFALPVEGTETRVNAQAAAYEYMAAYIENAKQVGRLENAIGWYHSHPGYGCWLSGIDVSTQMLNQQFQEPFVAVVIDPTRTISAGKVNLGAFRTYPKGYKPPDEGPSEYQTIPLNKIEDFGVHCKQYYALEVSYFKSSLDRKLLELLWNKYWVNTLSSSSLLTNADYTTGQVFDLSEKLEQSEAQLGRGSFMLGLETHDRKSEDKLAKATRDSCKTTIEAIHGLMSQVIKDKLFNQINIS
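Assay system: purified human Csn5 enzyme expressed in HEK293T cells; measure: % inhibition; also added: SCFSkp2-Nedd8OG substrate at 10 nM final; technique: fluorescence polarization; times: reaction 90 min, room temperature; medium: Tris buffer pH 7.5, NaCl, DTT, Tween-20, trehalose, ovalbumin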
MsrA inh: inhibitors of bovine MsrA; purified bovine MsrA, absorbance read-out; inhibition, % at 15.5 µM; actives 0.75% (n = 360,000); in the data active = inhibition above about 4.5%;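 note: 0% = vehicle wells with enzyme and 100% = reference inhibitor wells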
Numbers without * were called inactive.

What do the screens show for `Cc1c(C(c2ccc(C(=O)O)cc2)c2c(C)n(C)n(-c3ccccc3)c2=O)c(=O)n(-c2ccccc2)n1C`?
MT1-MMP act inh: -4; bovine MsrA act: -1; Rin1 Abl inh: 1; Rpn11 inh: inactive; PABP1 MLLE inh: -1; E coli Lon inh: -12; FAS TE block: -5; CSN deneddyl inh: -1; MsrA inh: -0.3

Results for CC(=O)Nc1ccccc1-c1nn[nH]n1 ?
MT1-MMP act inh: 0; bovine MsrA act: -3; Rin1 Abl inh: -1; Rpn11 inh: inactive; PABP1 MLLE inh: -2; E coli Lon inh: -2; FAS TE block: -2; CSN deneddyl inh: 2; MsrA inh: -1.0

Results for Cc1ccccc1CNS(=O)(=O)c1csc(C(N)=O)c1 ?
MT1-MMP act inh: 1; bovine MsrA act: -2; Rin1 Abl inh: 1; Rpn11 inh: inactive; PABP1 MLLE inh: -1; E coli Lon inh: 9; FAS TE block: -7; CSN deneddyl inh: 4; MsrA inh: 1.0

Results for Brc1ccc2[nH]c3c(c2c1)CCC3 ?
MT1-MMP act inh: 6; bovine MsrA act: -1; Rin1 Abl inh: -1; Rpn11 inh: inactive; PABP1 MLLE inh: -36; E coli Lon inh: -10; FAS TE block: 18; CSN deneddyl inh: -1; MsrA inh: 0.0

How did Cc1ccc(NC(=O)c2ccc(NCCCN3CCC(C)CC3)c([N+](=O)[O-])c2)cc1F do in these assays?
MT1-MMP act inh: 3; bovine MsrA act: -5; Rin1 Abl inh: -9; Rpn11 inh: inactive; PABP1 MLLE inh: 0; E coli Lon inh: -11; FAS TE block: -3; CSN deneddyl inh: 5; MsrA inh: -0.1

How did CC(C)(C#N)N([O-])C=C[N+](=O)C(C)(C)C#N do in these assays?
MT1-MMP act inh: 2; bovine MsrA act: -4; Rin1 Abl inh: 0; Rpn11 inh: inactive; PABP1 MLLE inh: 12; E coli Lon inh: -5; FAS TE block: -7; CSN deneddyl inh: -1; MsrA inh: 0.8

What do the screens show for `COc1cccc(NC(=O)CN(C)C(=O)c2cc(C3CC3)nn2-c2ccccc2)c1`?
MT1-MMP act inh: 0; bovine MsrA act: 1; Rin1 Abl inh: -3; Rpn11 inh: inactive; PABP1 MLLE inh: -6; E coli Lon inh: 7; FAS TE block: 3; CSN deneddyl inh: -3; MsrA inh: 0.8

Results for CCCOc1ccc(C(=O)Nc2cc(S(=O)(=O)N3CCOCC3)ccc2N2CCN(CC)CC2)cc1OC ?
MT1-MMP act inh: 1; bovine MsrA act: -4; Rin1 Abl inh: 1; Rpn11 inh: inactive; PABP1 MLLE inh: 1; E coli Lon inh: -1; FAS TE block: -1; CSN deneddyl inh: 5; MsrA inh: -0.8

Results for CCCCn1c(=O)c(Cc2ccccc2)c(O)c2ccccc21 ?
MT1-MMP act inh: 0; bovine MsrA act: -3; Rin1 Abl inh: -3; Rpn11 inh: inactive; PABP1 MLLE inh: 4; E coli Lon inh: 2; FAS TE block: -6; CSN deneddyl inh: 5; MsrA inh: 0.4

What do the screens show for `O=C(COC(=O)C1CCN(c2ccc(C(F)(F)F)cn2)CC1)Nc1ccc(F)cc1[N+](=O)[O-]`?
MT1-MMP act inh: 1; bovine MsrA act: -10; Rin1 Abl inh: 2; Rpn11 inh: inactive; PABP1 MLLE inh: 0; E coli Lon inh: 7; FAS TE block: 28; CSN deneddyl inh: -3; MsrA inh: -0.1

What do the screens show for `CN(C)S(=O)(=O)c1ccc(SCC(=O)Nc2cccc(S(=O)(=O)N3CCCC3)c2)nc1`?
MT1-MMP act inh: 0; bovine MsrA act: -5; Rin1 Abl inh: 2; Rpn11 inh: inactive; PABP1 MLLE inh: 9; E coli Lon inh: -4; FAS TE block: 14; CSN deneddyl inh: 1; MsrA inh: -0.3

What do the screens show for `O=C(CN(Cc1ccc(Cl)cc1)C(=O)c1csnn1)NCc1ccccc1`?
MT1-MMP act inh: 1; bovine MsrA act: -1; Rin1 Abl inh: 0; Rpn11 inh: inactive; PABP1 MLLE inh: 20; E coli Lon inh: 1; FAS TE block: 3; CSN deneddyl inh: 5; MsrA inh: -0.5

How did Cc1ccc(NC(=O)CSc2nnc(N)s2)cc1S(=O)(=O)N1CCCCC1 do in these assays?
MT1-MMP act inh: 6; bovine MsrA act: -3; Rin1 Abl inh: 0; Rpn11 inh: inactive; PABP1 MLLE inh: -26; E coli Lon inh: -5; FAS TE block: -2; CSN deneddyl inh: 2; MsrA inh: 1.4

Results for CCOC(=O)c1ccc2c(c1)n(CCCS(=O)(=O)[O-])c(/C=C/c1ccc(Cl)cc1)[n+]2CC ?
MT1-MMP act inh: 1; bovine MsrA act: -4; Rin1 Abl inh: -3; Rpn11 inh: inactive; PABP1 MLLE inh: -2; E coli Lon inh: -2; FAS TE block: -7; CSN deneddyl inh: 3; MsrA inh: 5.6*

Results for O=C(NCc1ccc(F)cc1)c1ccc(CS(=O)Cc2ccccc2Cl)o1 (configuration not stated) ?
MT1-MMP act inh: -2; bovine MsrA act: -5; Rin1 Abl inh: 4; Rpn11 inh: inactive; PABP1 MLLE inh: -2; E coli Lon inh: -2; FAS TE block: 1; CSN deneddyl inh: 3; MsrA inh: 0.8

How did NCCCCCCNS(=O)(=O)c1cccc2c(Cl)cccc12 do in these assays?
MT1-MMP act inh: -2; bovine MsrA act: 0; Rin1 Abl inh: -4; Rpn11 inh: inactive; PABP1 MLLE inh: 7; E coli Lon inh: -6; FAS TE block: -6; CSN deneddyl inh: 4; MsrA inh: -0.9

Results for COc1ccc(CNC(=O)CN(c2ccc(C(C)C)cc2)S(=O)(=O)c2c(C)noc2C)cc1 ?
MT1-MMP act inh: 4; bovine MsrA act: -3; Rin1 Abl inh: 3; Rpn11 inh: inactive; PABP1 MLLE inh: -1; E coli Lon inh: -13; FAS TE block: 10; CSN deneddyl inh: 0; MsrA inh: 1.0

Results for O=[N+]([O-])c1ccccc1Nc1cccc(F)c1 ?
MT1-MMP act inh: 2; bovine MsrA act: -3; Rin1 Abl inh: -5; Rpn11 inh: inactive; PABP1 MLLE inh: -3; E coli Lon inh: -2; FAS TE block: 12; CSN deneddyl inh: -3; MsrA inh: 0.6

Results for Cc1cc(C(F)(F)F)c2sc(N)nc2n1 ?
MT1-MMP act inh: -1; bovine MsrA act: -7; Rin1 Abl inh: 5; Rpn11 inh: inactive; PABP1 MLLE inh: -4; E coli Lon inh: -9; FAS TE block: -12; CSN deneddyl inh: 0; MsrA inh: 0.1

How did O=C(Cc1ccc([N+](=O)[O-])cc1)N/N=C/c1ccc([N+](=O)[O-])o1 do in these assays?
MT1-MMP act inh: 2; bovine MsrA act: -3; Rin1 Abl inh: 1; Rpn11 inh: inactive; PABP1 MLLE inh: 4; E coli Lon inh: -6; FAS TE block: 2; CSN deneddyl inh: 6; MsrA inh: 4.0

Filtered by structure, the compounds so far containing an aryl thioether with sulfur outside any ring.
What do the screens show for `CN(C)S(=O)(=O)c1ccc(SCC(=O)Nc2cccc(S(=O)(=O)N3CCCC3)c2)nc1`?
MT1-MMP act inh: 0; bovine MsrA act: -5; Rin1 Abl inh: 2; Rpn11 inh: inactive; PABP1 MLLE inh: 9; E coli Lon inh: -4; FAS TE block: 14; CSN deneddyl inh: 1; MsrA inh: -0.3

How did Cc1ccc(NC(=O)CSc2nnc(N)s2)cc1S(=O)(=O)N1CCCCC1 do in these assays?
MT1-MMP act inh: 6; bovine MsrA act: -3; Rin1 Abl inh: 0; Rpn11 inh: inactive; PABP1 MLLE inh: -26; E coli Lon inh: -5; FAS TE block: -2; CSN deneddyl inh: 2; MsrA inh: 1.4

Next part
What do the screens show for `C[C@@H]1Cn2cnc(C(=O)N[C@@H](Cc3c[nH]c4ccccc34)C(=O)OC(C)(C)C)c2C(=O)N1`?
MT1-MMP act inh: 3; bovine MsrA act: 0; Rin1 Abl inh: -1; Rpn11 inh: inactive; PABP1 MLLE inh: 2; E coli Lon inh: -2; FAS TE block: -4; CSN deneddyl inh: -1; MsrA inh: 0.3

Results for O=C(COC(=O)c1ccccc1F)NCc1ccc2c(c1)OCO2 ?
MT1-MMP act inh: -2; bovine MsrA act: -2; Rin1 Abl inh: 3; Rpn11 inh: inactive; PABP1 MLLE inh: 4; E coli Lon inh: -4; FAS TE block: -3; CSN deneddyl inh: -1; MsrA inh: 0.1

Results for COCCCNC(=O)/C(C#N)=C/c1c(N2CCCCCC2)nc2ccccn2c1=O ?
MT1-MMP act inh: -1; bovine MsrA act: -3; Rin1 Abl inh: -3; Rpn11 inh: inactive; PABP1 MLLE inh: 0; E coli Lon inh: -9; FAS TE block: -1; CSN deneddyl inh: 1; MsrA inh: 1.6

Results for COc1ccc(OC(C)C(=O)Nc2cccc(F)c2)cc1 (configuration not stated) ?
MT1-MMP act inh: 1; bovine MsrA act: -1; Rin1 Abl inh: 4; Rpn11 inh: inactive; PABP1 MLLE inh: 1; E coli Lon inh: -4; FAS TE block: 2; CSN deneddyl inh: -4; MsrA inh: 0.6

How did Nc1nonc1-n1nnc(C(=O)N/N=C/c2cccnc2)c1-c1ccccc1 do in these assays?
MT1-MMP act inh: 4; bovine MsrA act: -2; Rin1 Abl inh: -1; Rpn11 inh: inactive; PABP1 MLLE inh: -1; E coli Lon inh: 3; FAS TE block: -8; CSN deneddyl inh: 2; MsrA inh: 0.0

Results for Cc1ccc(CSc2ccc(-c3cccs3)nn2)cc1 ?
MT1-MMP act inh: -1; bovine MsrA act: -2; Rin1 Abl inh: -7; Rpn11 inh: inactive; PABP1 MLLE inh: 13; E coli Lon inh: 1; FAS TE block: -2; CSN deneddyl inh: 5; MsrA inh: 2.6

How did CS(=O)(=O)Oc1ccc2c(c1)O/C(=C\c1cccc([N+](=O)[O-])c1)C2=O do in these assays?
MT1-MMP act inh: -2; bovine MsrA act: -2; Rin1 Abl inh: -1; Rpn11 inh: inactive; PABP1 MLLE inh: 1; E coli Lon inh: -1; FAS TE block: 0; CSN deneddyl inh: 0; MsrA inh: -0.2

How did CCOC(=O)N1CCN(C(=O)CSc2ccc(-c3ccc(OC)c(OC)c3)nn2)CC1 do in these assays?
MT1-MMP act inh: 3; bovine MsrA act: -3; Rin1 Abl inh: 0; Rpn11 inh: inactive; PABP1 MLLE inh: 6; E coli Lon inh: -5; FAS TE block: -3; CSN deneddyl inh: -4; MsrA inh: 1.2

What do the screens show for `Cc1ccc(S[C@@H](CCN2CC[C@H](O)CCC2=O)c2ccccc2)cc1`?
MT1-MMP act inh: -5; bovine MsrA act: -9; Rin1 Abl inh: 1; Rpn11 inh: inactive; PABP1 MLLE inh: 30; E coli Lon inh: -10; FAS TE block: -11; CSN deneddyl inh: 2; MsrA inh: -0.4

How did CCOc1ccccc1NC(=O)NC(C)c1ccncc1 (configuration not stated) do in these assays?
MT1-MMP act inh: -2; bovine MsrA act: -6; Rin1 Abl inh: 0; Rpn11 inh: inactive; PABP1 MLLE inh: -5; E coli Lon inh: 4; FAS TE block: -3; CSN deneddyl inh: 4; MsrA inh: 1.1

What do the screens show for `COc1cccc2cc(C(=O)Nc3ccccc3C(=O)N3CCOCC3)oc12`?
MT1-MMP act inh: -4; bovine MsrA act: -14; Rin1 Abl inh: 2; Rpn11 inh: inactive; PABP1 MLLE inh: 3; E coli Lon inh: -4; FAS TE block: -6; CSN deneddyl inh: 5; MsrA inh: -1.9

Results for O=C(O)Cc1ccc(Nc2cnn(C34CC5CC(CC(CC(=O)O)(C5)C3)C4)c(=O)c2Cl)cc1 ?
MT1-MMP act inh: -6; bovine MsrA act: -6; Rin1 Abl inh: -2; Rpn11 inh: inactive; PABP1 MLLE inh: -2; E coli Lon inh: -11; FAS TE block: -6; CSN deneddyl inh: 1; MsrA inh: 4.3

High-throughput results (PubChem)
